Assay outcomes from PubChem BioAssay.
hcDAF-12 act – H. contortus DAF-12 activation, primary screen; HEK293 hcDAF-12 lit1-tk-luc reporter, luminescence; 0% DMSO, 100% Δ7-dafachronic acid; activation, % at 6.8 µM; 370,000 tested, 1.4% active; AID 652067;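 active = activation above the mean of all tested compounds plus 3 SD, cut at about 5.5% in these data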;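 note: 100% = response to 3 µM Δ7-dafachronic acid high control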
DAX1 inh-1 – inhibitors of DAX1 repression of SF-1 activated StAR promoter; HEK293T StAR-luciferase reporter, SF-1/DAX-1 repression relief; AID 652010; 370,000 tested, 1.1% active; inhibition, % at 6.8 µM;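 active = inhibition above the mean over all tested compounds plus 3 SD, cut at about 3.6% in these data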;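 note: 0% = DAX-1 cells with DMSO and 100% = cells lacking DAX-1 with DMSO; higher inhibition means more luminescence from relief of DAX-1 repression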
hgDAF12 agonist – agonists of H. glycines DAF-12 nuclear receptor; HEK293 GAL4-hgDAF12 UAS-luciferase reporter, agonist luminescence; normalized to butyrate control; AID 687014; activation, % at 6.8 µM; 370,000 tested, 1.8% active;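 active = activation above a cutoff set at the mean of all screened compounds plus 3 SD, cut at about 10% in these data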;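 note: 0% = DMSO wells and 100% = sodium butyrate wells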
GAA850 FXN act – activators of GAA850 frataxin (FXN) promoter. 360,000 tested, 0.56% active. HEK293 lucGAA850 FXN promoter luciferase reporter, 24 h; percent of 10 µM SAHA response. activation, % at 6 µM;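 active = activation above the average of all compounds screened plus 3 SD, cutoff fixed separately per campaign, cut at about 7.5% in these data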;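 note: 0% = DMSO wells and 100% = 10 µM SAHA wells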
ssDAF12 agonist – S. stercoralis DAF-12 activation, primary screen; HEK293 ssDAF-12/GRIP1 lit1-tk-luc reporter, luminescence; % of 3 µM dafachronic acid response; 370,000 tested, 1% active; activation, % at 6.8 µM;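 active = activation above the mean over all tested compounds plus 3 SD, cut at about 0.9% in these data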;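 note: 0% = DMSO-only wells and 100% = 3 µM delta7-dafachronic acid wells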
ADAM17 inh – ADAM17 inhibition, QFRET primary screen | inhibition, % at 6.95 µM | P78536 | recombinant ADAM17, EDANS/DABCYL FRET peptide cleavage | 370,000 tested, 0.83% active | AID 720648;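 active = inhibition above the mean of compounds lying between control limits plus 3 SD, set per campaign, cut at about 8.5% in these data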;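 note: 0% = DMSO-only wells as the low control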
Target sequence (P78536 215-824 limits assumed): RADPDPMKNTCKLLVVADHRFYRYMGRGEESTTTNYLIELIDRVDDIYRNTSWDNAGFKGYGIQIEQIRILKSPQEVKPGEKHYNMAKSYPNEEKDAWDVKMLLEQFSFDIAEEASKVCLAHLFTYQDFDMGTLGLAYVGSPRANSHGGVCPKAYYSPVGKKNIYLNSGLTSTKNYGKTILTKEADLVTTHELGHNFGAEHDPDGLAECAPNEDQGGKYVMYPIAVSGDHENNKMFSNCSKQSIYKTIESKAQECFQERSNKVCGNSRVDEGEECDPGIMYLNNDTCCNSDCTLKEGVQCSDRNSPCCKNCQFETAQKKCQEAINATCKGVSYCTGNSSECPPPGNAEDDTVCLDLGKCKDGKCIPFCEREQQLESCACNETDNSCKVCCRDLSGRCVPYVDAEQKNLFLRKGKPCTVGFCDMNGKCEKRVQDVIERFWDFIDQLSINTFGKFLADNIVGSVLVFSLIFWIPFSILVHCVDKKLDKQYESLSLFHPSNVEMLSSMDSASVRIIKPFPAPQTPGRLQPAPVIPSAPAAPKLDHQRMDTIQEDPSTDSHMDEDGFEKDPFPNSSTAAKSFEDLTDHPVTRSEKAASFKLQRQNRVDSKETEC
GC-A act – GC-A (human) enzyme activation; HEK293 GC-A cells, cGMP TR-FRET, EC30 ANP; 0% at EC30 ANP, 100% saturating ANP; activation, % at 10 µM; P16066; 370,000 tested, 0.14% active; in the data active = activation above about 40%
DAX1 inh-2 – inhibitors of human orphan nuclear receptor DAX1 (NR0B1). HEK293 Gal4-DAX1 luciferase reporter, luminescence. AID 504766. P51843. 340,000 tested, 0.99% active. inhibition, % at 6.75 µM;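 active = inhibition above the mean over all tested compounds plus 3 SD, cut at about 4.2% in these data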;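 note: 0% = DAX1-transfected cells with DMSO and 100% = empty-vector control cells with DMSO; inhibition shows as a rise in luminescence from relieved DAX1 repression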
Target sequence (P51843 207-470 limits assumed): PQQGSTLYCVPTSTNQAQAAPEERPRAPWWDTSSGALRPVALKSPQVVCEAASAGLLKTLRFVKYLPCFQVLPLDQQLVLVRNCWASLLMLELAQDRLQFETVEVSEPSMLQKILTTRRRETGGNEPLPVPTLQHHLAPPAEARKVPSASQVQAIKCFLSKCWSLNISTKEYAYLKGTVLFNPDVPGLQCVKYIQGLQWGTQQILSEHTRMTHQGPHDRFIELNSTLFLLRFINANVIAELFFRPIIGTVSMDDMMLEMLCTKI
SMARCA2 act – activators of SMARCA2 function. MG213 cells, MMTV-luciferase reporter, dexamethasone, overnight. activation, % at 9.1 µM. 370,000 tested, 1% active; in the data active = activation above about 7.8%;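 note: 0% = vehicle wells and 100% = reference activator wells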
ADAM10 inh – inhibits human ADAM10; O14672; recombinant ADAM10, EDANS/DABCYL FRET peptide cleavage, 3 h; inhibition, % at 7 µM; 370,000 tested, 0.62% active; AID 720582;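 active = inhibition above a per-campaign cutoff equal to the mean of compounds falling between control-based bounds plus 3 SD, cut at about 20% in these data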;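 note: 0% = DMSO wells while the 100% control is not disclosed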
PG9 Ab binder – small molecules binding HIV-1 gp120 antibody PG9 | 360,000 tested, 0.43% active | inhibition, % at 6.7 µM | TR-FRET gp120-PG9 antibody binding; in the data active = inhibition above about 8.5%
The depositor's hits bear a star; nt = not tested or not shown. Random draw from the library; about 6.8% have a hit in one of these screens.

Short keys: A = hcDAF-12 act; B = DAX1 inh-1; C = hgDAF12 agonist; D = GAA850 FXN act; E = ssDAF12 agonist; F = ADAM17 inh; G = GC-A act; H = DAX1 inh-2; I = SMARCA2 act; J = ADAM10 inh; K = PG9 Ab binder
canonical_smiles: Cn1nc(C(=O)OCC(=O)Nc2cccc(S(=O)(=O)N3CCCC3)c2)c2ccccc2c1=O
  A: -2.5; B: 0.6; C: 2.2; D: 1.1; E: -1.8; F: -3; G: 0; H: 1.6; I: -3; J: 5; K: -0.4

canonical_smiles: COCCNc1nc(Oc2cccc(NC(C)=O)c2)c2sc(-c3ccccc3)cc2n1
  A: 0.1; B: -1.4; C: 0.8; D: 0.4; E: -1.2; F: -2; G: 9; H: nt; I: -1; J: -16; K: -0.3

canonical_smiles: CCC(Oc1ccc2ccccc2c1)C(=O)O (stereo not drawn)
  A: 1.1; B: -0.4; C: 0.5; D: 0.7; E: -1.2; F: -2; G: -2; H: -0.6; I: 1; J: 3; K: 0.5

canonical_smiles: O=C(O)c1cccc(OCCN2CCCC2=O)c1
  A: -1.6; B: -0.4; C: 0.4; D: 0.8; E: -1.6; F: 1; G: 3; H: 1.3; I: 0; J: 5; K: 0.4

canonical_smiles: CC1C(=O)N2CCCc3cc(NS(=O)(=O)c4ccc([N+](=O)[O-])cc4)cc1c32 (stereo not drawn)
  A: 0.7; B: 0.7; C: -0.7; D: 2.5; E: -0.9; F: -2; G: 2; H: -1.1; I: -4; J: -1; K: 0.4

canonical_smiles: O=C1CC2c3ccccc3C1C1C(=O)N(CCO)C(=O)C21 (stereo not drawn)
  A: 1.9; B: 0.2; C: -1.7; D: -0.3; E: -1.0; F: -3; G: 1; H: 0.1; I: -2; J: -2; K: 2.1

canonical_smiles: CN(C1CCCCC1)S(=O)(=O)c1ccccc1
  A: -1.1; B: -0.6; C: 0.6; D: -0.6; E: 0.2; F: 0; G: -1; H: 0.9; I: -1; J: 9; K: -1.7

canonical_smiles: COC(=O)[C@H](C(C)C)N(CCc1cn(Cc2ccccc2)nn1)S(=O)(=O)c1ccc(F)cc1Br
  A: -3.4; B: -1.1; C: -2.7; D: nt; E: -1.3; F: 0; G: -3; H: nt; I: -6; J: 3; K: nt

canonical_smiles: CCOc1ccc(OCCSc2nc(N)cc(=O)[nH]2)cc1
  A: -1.5; B: -0.4; C: 0.0; D: 2.8; E: -1.6; F: -1; G: 2; H: 0.9; I: 0; J: -2; K: 0.2

canonical_smiles: CCN(C(=O)Nc1cccc(Cl)c1)c1ccccc1
  A: 1.3; B: -0.5; C: -1.6; D: 1.0; E: -1.1; F: -2; G: -43; H: 0.9; I: 0; J: 2; K: -1.2

canonical_smiles: COc1ccc(C(=O)C2CCCN(C(=O)C3CCOCC3)C2)cc1OC (stereo not drawn)
  A: -0.4; B: -0.4; C: -0.8; D: -0.9; E: -1.3; F: -1; G: 0; H: 0.5; I: 3; J: -5; K: -1.5

canonical_smiles: Cc1ccc(-c2nnc(SCc3ccc([N+](=O)[O-])cc3)n2-c2ccccc2)cc1
  A: -2.0; B: 0.5; C: 0.1; D: nt; E: -1.8; F: 0; G: -11; H: nt; I: -4; J: 1; K: nt

canonical_smiles: O=C(Nc1ccccc1C(=O)Nc1nccs1)c1ccccc1
  A: -0.1; B: -3.6; C: -1.2; D: nt; E: -1.7; F: -6; G: 1; H: nt; I: -2; J: -20; K: 1.1

canonical_smiles: COC(=O)c1ccc(COc2ccccc2/C=C(\C#N)C(=O)Nc2ccc(C)cc2)cc1
  A: 2.6; B: 3.9*; C: 11*; D: 7.0; E: -0.7; F: -5; G: -4; H: 3.3; I: 8.2*; J: -9; K: -0.6

canonical_smiles: Cc1c(CN2CCC(C)CC2)c(=O)n(-c2ccccc2)n1C
  A: -0.6; B: -0.5; C: 0.4; D: 1.1; E: -0.8; F: -6; G: 4; H: -0.1; I: -1; J: 2; K: 0.7

canonical_smiles: CCOC(=O)c1c(NC(=O)Nc2ccccc2)sc(C)c1C
  A: -0.9; B: -0.3; C: 0.9; D: 0.6; E: -1.8; F: 2; G: -3; H: 0.0; I: -3; J: -1; K: -0.1

canonical_smiles: O=C1C=C(Nc2ccccc2)C(=O)c2ccccc21
  A: 7.6*; B: 0.1; C: 8.4; D: 2.9; E: 0.1; F: 5; G: 0; H: -1.4; I: 4; J: -7; K: -4.7

canonical_smiles: Cc1ccc2c(c1)c(N=Nc1cccc(C(=O)O)c1)c(O)n2C
  A: -2.4; B: 0.2; C: -1.6; D: 2.1; E: -1.2; F: 2; G: 17; H: -0.3; I: -4; J: 2; K: -4.2

canonical_smiles: O=S1(=O)c2ccc(N3CCSCC3)cc2Oc2ccccc2CN1Cc1cn(Cc2cccc(C(F)(F)F)c2)nn1
  A: -2.5; B: -1.0; C: -0.7; D: nt; E: -1.0; F: 3; G: 2; H: nt; I: -1; J: 15; K: nt

canonical_smiles: O=C(Nc1nccs1)C1CCN(S(=O)(=O)c2cccs2)CC1
  A: -1.5; B: -0.6; C: 0.4; D: 0.4; E: -1.1; F: -4; G: -3; H: 0.8; I: 4; J: 3; K: 0.1

3 entries already listed, sorted by formula weight, rising.
Short keys: A = hcDAF-12 act; B = DAX1 inh-1; C = hgDAF12 agonist; D = GAA850 FXN act; E = ssDAF12 agonist; F = ADAM17 inh; G = GC-A act; H = DAX1 inh-2; I = SMARCA2 act; J = ADAM10 inh; K = PG9 Ab binder
canonical_smiles: Cc1c(CN2CCC(C)CC2)c(=O)n(-c2ccccc2)n1C
  A: -0.6; B: -0.5; C: 0.4; D: 1.1; E: -0.8; F: -6; G: 4; H: -0.1; I: -1; J: 2; K: 0.7

canonical_smiles: O=C(Nc1ccccc1C(=O)Nc1nccs1)c1ccccc1
  A: -0.1; B: -3.6; C: -1.2; D: nt; E: -1.7; F: -6; G: 1; H: nt; I: -2; J: -20; K: 1.1

canonical_smiles: Cc1ccc(-c2nnc(SCc3ccc([N+](=O)[O-])cc3)n2-c2ccccc2)cc1
  A: -2.0; B: 0.5; C: 0.1; D: nt; E: -1.8; F: 0; G: -11; H: nt; I: -4; J: 1; K: nt

Next part.
Short keys: A = hcDAF-12 act; B = DAX1 inh-1; C = hgDAF12 agonist; D = GAA850 FXN act; E = ssDAF12 agonist; F = ADAM17 inh; G = GC-A act; H = DAX1 inh-2; I = SMARCA2 act; J = ADAM10 inh; K = PG9 Ab binder
canonical_smiles: CCN(CC)CCNc1nc2c(c(=O)[nH]c(=O)n2C)n1CC(O)COc1ccc(Cl)cc1Cl (stereo not drawn)
  A: 1.5; B: 1.7; C: 2.1; D: 0.9; E: -1.5; F: 1; G: -7; H: -0.6; I: 3; J: 3; K: 0.1

canonical_smiles: O=[N+]([O-])c1cc(S(=O)(=O)N2CCCC2)ccc1SCCO
  A: -1.6; B: 0.3; C: 0.3; D: 2.8; E: -1.2; F: -4; G: -1; H: 0.7; I: 4; J: 0; K: 1.0

canonical_smiles: CN1CCN(c2nc(-c3cccs3)cs2)CC1
  A: -1.4; B: 0.5; C: -2.4; D: 4.0; E: -2.0; F: -2; G: 1; H: 0.1; I: 6; J: -5; K: -2.7

canonical_smiles: CCN(CC(=O)Nc1c(F)cccc1F)C(=O)c1cc(S(=O)(=O)NCc2ccccc2)ccc1C
  A: 0.2; B: -0.9; C: 2.2; D: 1.2; E: -0.6; F: 1; G: -1; H: -0.9; I: -1; J: -3; K: 0.1

canonical_smiles: COc1ccc(-c2nc3c(c4nnc(SC(C)C(=O)Nc5ccccc5)n24)COC(C)(C)C3)cc1 (stereo not drawn)
  A: -1.8; B: -0.4; C: -0.2; D: 0.8; E: -0.3; F: -6; G: 8; H: 0.8; I: -1; J: -1; K: -0.5

canonical_smiles: Cc1ccc(OCC(=O)NCc2ccco2)cc1C
  A: -0.5; B: 0.7; C: 0.5; D: 1.2; E: -1.3; F: 1; G: 1; H: -0.8; I: 2; J: -6; K: 0.7

canonical_smiles: Cn1cccc1C(=O)NNC(=O)COc1ccccc1Cl
  A: 2.6; B: 0.2; C: 7.6; D: 3.4; E: -0.3; F: -3; G: 2; H: 1.5; I: 3; J: -6; K: -0.7

canonical_smiles: CC1=C(C(=O)OCc2ccccc2)C(c2ccccc2OS(=O)(=O)c2ccc(C)cc2)NC(=O)N1CCCC(=O)O (stereo not drawn)
  A: -1.2; B: -0.3; C: 3.1; D: nt; E: -1.1; F: 1; G: -2; H: nt; I: 2; J: 3; K: -1.1

canonical_smiles: Cc1nc(Nc2ccc3c(c2)OCCO3)c2nnn(Cc3ccccc3Cl)c2n1
  A: -5.5; B: -3.6; C: -12; D: -14; E: -3.6; F: -1; G: 5; H: -2.0; I: -9; J: -24; K: -1.1

canonical_smiles: CCOC(=O)c1c(NC(=O)CSc2ncnc3[nH]ncc23)sc2c1CCC(C)C2 (stereo not drawn)
  A: 1.6; B: -0.4; C: -0.1; D: 2.8; E: -1.6; F: 2; G: -5; H: 2.2; I: 0; J: -2; K: -0.3

Single entries from the list:
CCOC(=O)c1c(NC(=O)CSc2ncnc3[nH]ncc23)sc2c1CCC(C)C2 (stereo not drawn) @ PG9 Ab binder = -0.3
CCN(CC)CCNc1nc2c(c(=O)[nH]c(=O)n2C)n1CC(O)COc1ccc(Cl)cc1Cl (stereo not drawn) @ ADAM17 inh = 1

Going on with the list.
Short keys: A = hcDAF-12 act; B = DAX1 inh-1; C = hgDAF12 agonist; D = GAA850 FXN act; E = ssDAF12 agonist; F = ADAM17 inh; G = GC-A act; H = DAX1 inh-2; I = SMARCA2 act; J = ADAM10 inh; K = PG9 Ab binder
canonical_smiles: N/C(=N\OC(=O)c1ccc2c(c1)OCO2)c1cccc(Br)c1
  A: 1.6; B: 0.7; C: 5.5; D: 6.6; E: -0.3; F: -1; G: -3; H: -0.5; I: 3; J: -5; K: -0.1

canonical_smiles: COc1cc(C(C)=O)ccc1COc1ccc(C(=O)OCC(=O)NC2CCS(=O)(=O)C2)cc1OC (stereo not drawn)
  A: -2.8; B: -0.8; C: -4.0; D: 0.5; E: -0.6; F: 2; G: 6; H: 0.0; I: 0; J: 5; K: 0.7

canonical_smiles: Cc1ccc(SCc2nc3ncccn3c2Br)cc1
  A: -2.4; B: -0.3; C: 1.8; D: 0.1; E: -1.8; F: -8; G: 4; H: nt; I: 3; J: -12; K: -2.5

canonical_smiles: COc1ccc(C)cc1Nc1nc(N)c2ccccc2n1
  A: -0.5; B: 0.3; C: 2.6; D: 1.1; E: -1.2; F: 2; G: -12; H: -2.5; I: 1; J: 1; K: -0.3

canonical_smiles: COc1ccc(S(=O)(=O)N(C)C)cc1NCC(=O)Nc1cccc(C#N)c1
  A: 0.8; B: -0.1; C: -2.8; D: 2.3; E: -0.8; F: 3; G: -6; H: 0.5; I: -2; J: -11; K: -1.8

canonical_smiles: CSc1nc2c(cc1C#N)CCCCC2
  A: -0.2; B: 0.7; C: 0.8; D: 1.9; E: -0.4; F: 3; G: -5; H: 0.8; I: 5; J: 4; K: 1.1

canonical_smiles: Cn1c(=O)c2c(nc(Br)n2CCSc2ncccn2)n(C)c1=O
  A: -1.9; B: -0.4; C: 2.1; D: 0.7; E: -1.3; F: -1; G: -3; H: -0.2; I: -1; J: -7; K: 0.7
